Screening data as filed in PubChem BioAssay.
PriA SSB inh: K. pneumoniae PriA-SSBct interaction inhibition. 0.6% of 430,000 active. AID 1272365. AlphaScreen SSBct-PriA binding, biotinylated peptide. inhibition, % at 33 µM; in the data active = inhibition mostly above about 37%, no sharp cut-off; inactive = mostly below about 20%;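 note: plate controls were negative control peptide for no effect and reference peptide for full effect; strong numbers were not always called active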
TcdB inh: TcdB glycohydrolase inhibition | P18177 | TcdB glycohydrolase enzymatic assay, plate reader | inhibition, % at 9.99 µM | 0.24% of 350,000 active | AID 652162; in the data active = inhibition above about 10%
Anthrax LF inh2: anthrax lethal factor protease inhibition | P15917 | multiplex microsphere protease cleavage assay, LF | inhibition, % at 10 µM | 0.12% of 360,000 active; note: plate controls were buffer without enzyme for full effect and enzyme alone for no effect
BoNT-A LC inh2: blocks Botulinum neurotoxin A light chain protease | multiplex microsphere protease substrate cleavage, flow cytometry | inhibition, % at 10 µM | 0.17% of 360,000 active; note: plate controls were buffer without enzyme for full effect and enzyme alone for no effect
SARS 3CLpro inh: SARS-CoV 3CLpro protease inhibition. 0.14% of 290,000 active. inhibition, % at 6 µM. P0C6X7. recombinant SARS-CoV 3CLpro, quenched FRET peptide cleavage; in the data active = inhibition above about 12%
Y pestis TopoI: Y. pestis Topo-I inhibition via cleavage products; AID 504884; Y. pestis Topo-I cleavage product accumulation, plate reader; 0.064% of 360,000 active; activity, % at 10 µM; in the data active = activity above about 50%, passing the limit was not always enough; note: inactives centre near 2
PfHsp40 yeast: restores yeast growth despite PfHsp40 toxicity; 0.68% of 340,000 active; AID 504582; growth rescue, % at 12.5 µM; S. cerevisiae expressing PfHsp40, growth rescue, ATP luminescence; in the data active = growth rescue above about 28%, passing the limit was not always enough;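 note: yeast W303a lacking pdr1 and pdr3 grown in galactose medium; growth measured after three days at 30 °C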
PrPC surface inh: inhibitors of human cell surface prion protein PrPC; TR-FRET read-out; AID 720596; P04156; 0.43% of 370,000 active; inhibition, % at 13.8 µM; in the data active = inhibition above about 24%; note: 0% = median of the test wells and 100% = reference compound wells
Vc quorum ag: quorum light induction in luxS cqsA deficient V. cholerae | activation, % at 18.7 µM | AID 588436 | V. cholerae BH1578 lux reporter, luminescence, 6 h | 0.16% of 350,000 active; in the data active = activation mostly above about 9.7%, no sharp cut-off; note: not every result past the cut was called active; inactives centre near 0; reference of the scale not given here
* = called active by the depositor; i = inactive; nt = not tested or not shown; & = joins results of further samples. Cut-off read from the data, not from the text of the source, unless noted: active = inhibition above about 30%; inconclusive = no clear call, values can overlap the other calls; inactive = below that. Some of the compounds tested; count on the stated rates, not on these rows.

Order of results: BoNT-A LC inh2	PfHsp40 yeast	PriA SSB inh	PrPC surface inh	TcdB inh	Y pestis TopoI	SARS 3CLpro inh	Anthrax LF inh2	Vc quorum ag
- Cc1ncc(CN2CCCC(C(=O)Nc3ccc(-c4cccc(F)c4)cc3)C2)cn1 (stereo not given)
 : -0.4	-0.6	6	18	4.5	20	5	-4	i
- COC(=O)c1cc(NC(=O)CCc2c(C)nc3ncnn3c2C)cc(C(=O)OC)c1
 : -3.8	0.1	-2	0	nt	0	2	0	i
- C=CCn1c(=N)c(S(=O)(=O)c2ccc(C)c(C)c2)cc2c(=O)n3ccccc3nc21
 : 0.4	-0.9	10	-3	2.1	-3	0	1	-12
- O=C(CCn1nnc2ccccc21)NNC(=O)C1CCCCC1
 : -0.5	-1.4	-18	1	1.5	5	2	8	0.3
- CC(OC(=O)CN(C)S(=O)(=O)c1ccc(Cl)cc1)C(=O)Nc1cccc(Cl)c1 (stereo not given)
 : -0.9	1.3	-17	7	nt	-7	3	-5	-0.3
- COc1ccc(N2CCN(c3nc4ccccn4c(=O)c3/C=C(\C#N)S(=O)(=O)c3ccccc3)CC2)cc1
 : nt	0.0	8	2	1.4	4	6	nt	2.0
- Cc1cccc(-c2noc(CCc3ccccc3)n2)c1
 : -1.4	0.8	-93	11	0.7	32	-4	-9	i
- CC(C)c1ccc(NC(=S)NCCc2c[nH]c3ccccc23)cc1
 : 0.5	0.0	23	0	-0.9	-5	7	-1	1.1
- O=C(O)CCNc1nc(-c2ccccc2)c2cc(Br)ccc2n1
 : -1.2	0.0	8	-15	1.0	3	1	-10	i
- C/C(=N\NC(=O)c1cccc(S(=O)(=O)Nc2ccccc2Cl)c1)c1ccco1
 : 0.5	0.5	nt	10	nt	5	2	-3	-0.3
- CN(C)c1ccccc1C(=O)N1CCCC(C(=O)c2ccc3ccccc3c2)C1 (stereo not given)
 : -0.7	-0.3	12	3	-0.1	-9	0	-3	-2.8
- O=C(Nc1cccc(NC(=O)c2cccs2)c1)c1ccc2c(c1)OCCO2
 : -1.0	1.2	7	9	-0.6	-8	4	-1	-0.2
- CCOC(=O)N1CCC(N2C(=O)c3ccc(C(=O)O)cc3C2=O)CC1
 : 0.3	1.2	-22	3	nt	5	-6	0	-6.0
- N#Cc1nc(-c2ccc(OCc3ccccc3)cc2)oc1NCc1cccnc1
 : -0.9	-0.1	3	5	nt	-2	10	-2	i
- CCOC(=O)CNc1nc(C#N)nc(N2CCOCC2)n1
 : -0.5	0.7	25	-4	nt	0	-5	-1	-0.6
- Cc1ccc2nc3c(c(Nc4cccc(O)c4)c2c1)CCC3
 : -0.3	-2.2	12	25*	1.8	-4	-2	-16	-0.6
- CCCC(=O)N(CCN(Cc1ccccc1)C(=O)CCC)Cc1ccccc1
 : 1.0	-1.3	-5	-1	nt	19	0	7	i
- O=C(Nc1ncccc1O)c1cccc(S(=O)(=O)N2CCCC2)c1
 : 3.3	0.6	-7	5	-2.4	-4	nt	-2	5.1
- Cc1ccc(-c2c(C(=O)N/N=C/c3ccc(OC(C)C)cc3)nnn2-c2nonc2N)cc1
 : -0.7	-0.4	nt	-3	-0.5	3	7	-5	i
- Cc1nnc(-c2cccc(Br)c2)c2cn(-c3ccccc3)nc12
 : 15	0.8	-9	0	nt	-1	4	8	-5.9
- CC1=C(C(=O)OCC(C)C)C(c2ccsc2)C2=C(CCCC2=O)N1 (stereo not given)
 : -0.2	-0.5	-19	4	nt	2	4	1	0.0
- CCOC(=O)c1sc(-c2ccc(F)cc2)cc1N
 : -4.9	7.5	-46	-10	nt	-2	0	-2	i
- COc1cccc(C(c2c(NC(=O)c3ccccc3)sc(C)c2C)N2CCN(C)CC2)c1 (stereo not given)
 : -1.1	0.3	5	5	nt	4	-2	-1	-0.6
- CCc1nc2ccc(C(=O)N(C)Cc3ccccc3)cn2c1N(C)Cc1ccc(OC)cc1
 : -0.6	nt	nt	18	1.2	27	nt	0	-1.0
- Cc1nn(-c2ccccc2)c(Cl)c1/C=C/C(=O)c1ccccc1
 : 0.8	3.0	-1	nt	nt	24	4	-6	-0.6
- COc1cccc(CCNC(=O)CC2C(=O)NCCN2Cc2ccc(Cl)c(F)c2)c1 (stereo not given)
 : -1.1	-1.6	3	-2	nt	-7	-4	-6	-4.2
- Cc1ccc2nc3c(cc2c1)CC1(C(=O)N(C)C(=O)N(C)C1=O)C1CCCCN31 (stereo not given)
 : -0.1	0.0	-19	0	nt	23	1	-3	i
- CCOc1ccc(C2C(C(=O)c3ccco3)=C(O)C(=O)N2Cc2cccnc2)cc1 (stereo not given)
 : 0.1	0.3	-12	-2	nt	-6	2	3	-1.4
- CC1=C(C(=O)OCc2ccccc2)C(c2ccc(N3CCOCC3)cc2)NC(=O)N1 (stereo not given)
 : 0.5	-2.4	-13	6	nt	14	-2	4	i
- COc1ccc(OC)c(NC(=O)NNC(=O)CCCOc2ccc(Cl)cc2C)c1
 : -0.8	0.7	15	0	0.9	21	5	-3	-0.3

2 entries from above, field by field.
CCOC(=O)c1sc(-c2ccc(F)cc2)cc1N
  BoNT-A LC inh2: -4.9 | PfHsp40 yeast: 7.5 | PriA SSB inh: -46 | PrPC surface inh: -10 | TcdB inh: nt | Y pestis TopoI: -2 | SARS 3CLpro inh: 0 | Anthrax LF inh2: -2 | Vc quorum ag: i

COc1cccc(C(c2c(NC(=O)c3ccccc3)sc(C)c2C)N2CCN(C)CC2)c1 (stereo not given)
  BoNT-A LC inh2: -1.1 | PfHsp40 yeast: 0.3 | PriA SSB inh: 5 | PrPC surface inh: 5 | TcdB inh: nt | Y pestis TopoI: 4 | SARS 3CLpro inh: -2 | Anthrax LF inh2: -1 | Vc quorum ag: -0.6

The results go on:
Order of results: BoNT-A LC inh2	PfHsp40 yeast	PriA SSB inh	PrPC surface inh	TcdB inh	Y pestis TopoI	SARS 3CLpro inh	Anthrax LF inh2	Vc quorum ag
- CCC1C(=O)CC(c2ccc([N+](=O)[O-])cc2)NC1c1ccc([N+](=O)[O-])cc1 (stereo not given)
 : -0.1	1.2	34	-17	-0.6	5	0	-4	i
- c1cc2c(cc1Cn1cnnn1)OCO2
 : 0.8	-0.2	9	2	nt	-6	1	-1	-0.3
- CCCCn1c(N)c(N(CCC(C)C)C(=O)c2cc(CC)c(C)s2)c(=O)[nH]c1=O
 : 0.3	0.8	12	10	1.5	5	nt	-5	i
- Cc1cnc(C(=O)Nc2nnc(SCc3c(Cl)cccc3Cl)s2)cn1
 : -0.7	-1.9	-5	2	nt	-10	-5	-2	-0.3
- O=C(Nc1cccc(Cl)c1)NC1CC2CCC(C1)N2Cc1ccco1 (stereo not given)
 : -0.2	-1.2	1	-4	0.2	7	2	1	-1.1
- CCOc1ccccc1Nc1nnc(SCC(=O)NC2CCS(=O)(=O)C2)s1 (stereo not given)
 : -1.0	-0.6	1	1	0.2	3	nt	0	i
- O=C(NCC(O)COc1ccc([N+](=O)[O-])cc1)Nc1ccccc1 (stereo not given)
 : 0.9	-0.9	2	-13	0.4	-4	0	4	-0.3
- COc1ccc(C(=O)OC(C)C(=O)NC(C)CCc2ccccc2)c(OC)c1 (stereo not given)
 : -0.8	-0.1	4	-7	0.8	32	4	0	-0.5
- CCc1ccc(S(=O)(=O)Nc2ccc(-c3nc4cccnc4s3)cc2)s1
 : -1.2	1.7	-3	9	-0.7	2	-1	-6	i
- O=C(Cc1ccc(Br)cc1)OCC(=O)N1CCCCCC1
 : 0.1	-1.1	-1	9	1.5	14	nt	-2	nt
- Cc1cc(NC(=O)c2cc3ccccc3o2)no1
 : -0.2	-0.7	-10	5	-1.0	-3	nt	5	-3.2
- CC(C)(C)c1ccc(S(=O)(=O)N2CCN(c3ncccn3)CC2)cc1
 : -0.3	-1.0	-7	7	1.8	6	2	-2	-0.5
- COc1ccc(N2C(=O)CNC2=S)cc1
 : -0.9	0.4	-1	6	1.0	-1	-2	-6	-0.4
- O=S(=O)(c1ccc(Cl)cc1)n1nnc2ccccc21
 : -0.7	0.8	4&-8	0	nt	1	-5	-3	-1.6
- O=C1NC(Cc2ccc(O)cc2)c2nc3cc(F)c(F)cc3c(=O)n2-c2ncccc21 (stereo not given)
 : 0.3	nt	nt	-4	2.1	3	nt	-2	-0.2
- Cc1c(Cc2ccc3c(c2)OCO3)sc(NC(=O)c2ccccc2)c1C(N)=O
 : 0.3	-0.9	-8	-8	4.7	1	2	-12	-0.1
- CC(=O)Nc1ccc(S(=O)(=O)Nc2cccc(NC(=O)C(C)(C)C)c2)cc1
 : 2.8	0.2	-17	10	nt	3	0	5	-0.3
- O=C(CCCOc1ccc(Cl)cc1Cl)Nc1ncccn1
 : nt	1.4	-6	5	-0.1	-10	5	nt	-1.3
- COc1cccc(OC)c1C(=O)Nc1ccc2c(c1)OCCO2
 : -4.4	-1.6	-8	5	nt	2	4	-1	i
- O=C(CCc1cccc(Cl)c1)N1CCCC(Nc2ccccc2)C1 (stereo not given)
 : 1.0	-0.5	8	13	0.5	23	4	-2	i
- O=C(CN1C(=O)NC2(CCCC2)C1=O)OCCOc1ccccc1
 : -0.7	-0.1	-7	0	0.4	7	6	4	0.6
- COCCNC(=O)c1ccc(N2CC3CC(C2)c2cccc(=O)n2C3)c(NC(=O)c2ccc(C(C)(C)C)cc2)c1 (stereo not given)
 : 0.1	nt	nt	-1	0.7	15	nt	5	0.8
- CCOc1ccccc1N(CC(=O)NC1CCCC1)C(=O)CNC(=O)c1cccs1
 : -2.9	-0.6	3	-6	-0.3	3	-7	-20	i
- Cc1ccc(NC(=O)CNC(=O)c2ccco2)c(Cl)c1
 : -2.6	nt	-6	1	-0.3	-6	0	-5	-0.9
- CCOC(=O)/C=C/C(=O)OCC(=O)N1CCN(C(=O)c2ccco2)CC1
 : -0.1	0.0	-9	3	-1.8	-3	-3	0	-0.2
- COc1ccc(C(=O)Nc2ccc(N3CCN(C(=O)c4ccccc4)CC3)cc2)cc1[N+](=O)[O-]
 : -0.2	1.0	7	-25	-0.6	9	-3	-2	i
- CC(=O)c1ccc(NC(=S)NCCCn2ccnc2)cc1
 : 0.3	0.5	-1	6	2.4	1	-1	-4	i
- Cc1onc(-c2ccccc2)c1C(=O)Nc1ccc(C(=O)N2CCCCC2)cc1
 : 0.9	-0.9	-14	8	-0.4	24	0	1	-0.4
- O=C(NCCN1CCN(c2ccccc2)CC1)c1cccn2c(=O)c3cc(Cl)ccc3nc12
 : 4.8	0.5	-12	-11	nt	3	3	-4	i
- Nn1c(SCC(=O)N2CCCC2)nnc1C1CCCCC1
 : -0.4	nt	nt	-2	0.3	20	nt	-5	i
- O=C1NC[C@@H](Cc2ccc(O)cc2)N(CCc2cc(C(F)(F)F)cc(C(F)(F)F)c2)C1=O
 : 0.4	nt	nt	5	-0.4	nt	nt	-1	nt
